D1 ag = activates the human D1 dopamine receptor. P21728. HEK293 T-REx D1 cells, calcium flux, agonist mode. activation, % at 2 µM. 1% of 360,000 active. AID 504660; in the data active = activation above about 30%; also: 0% is about no effect
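Inducible HEK293 T-REx D1 cells, force-coupled to calcium signalling, were plated at 4000 cells/well with tetracycline and held overnight at 30 C. After no-wash calcium dye loading, compound-evoked calcium rise over 180 s flagged agonists.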
D2 antagonist = antagonizes the human D2 dopamine receptor; 2% of 340,000 active; P14416; AID 485344; inhibition, % at 10 µM; HEK293 TREx D2 cells, calcium flux, dopamine EC80; in the data active = inhibition above about 30%; also: 0% is about no effect
Target sequence (P14416 whole entry, looked up): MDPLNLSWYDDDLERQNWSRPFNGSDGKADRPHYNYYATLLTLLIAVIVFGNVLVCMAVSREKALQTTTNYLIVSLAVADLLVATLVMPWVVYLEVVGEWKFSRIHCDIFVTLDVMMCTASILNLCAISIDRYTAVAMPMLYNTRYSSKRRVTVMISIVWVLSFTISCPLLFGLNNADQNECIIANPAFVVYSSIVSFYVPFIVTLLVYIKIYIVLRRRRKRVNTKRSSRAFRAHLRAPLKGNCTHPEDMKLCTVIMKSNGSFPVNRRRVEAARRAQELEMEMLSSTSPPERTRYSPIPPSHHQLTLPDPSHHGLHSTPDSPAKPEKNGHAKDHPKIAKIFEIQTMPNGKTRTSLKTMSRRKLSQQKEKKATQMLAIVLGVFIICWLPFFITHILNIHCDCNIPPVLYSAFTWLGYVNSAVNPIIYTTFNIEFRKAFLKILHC
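HEK293 T-REx D2 cells, tet-induced, calcium dye no-wash. Cpd pintool add, 180 s kinetic, then EC80 DA, 180 s kinetic. Ca flux read.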
D1 antag = antagonists of human D1 dopamine receptor | P21728 | HEK293 TREx D1 cells, calcium flux, dopamine EC80; hits give low values | activity change, negative = inhibition, % at 10 µM | 3.2% of 360,000 active | AID 504652; in the data active = activity change below about -30%; also: % is scaled to controls: 0 for no effect and ±100 for the full control effect
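HEK293 T-REx cells expressing inducible, force-coupled D1 receptor; no-wash Ca dye, 30–90 min RT. Cmpd → 180 s read at 1 Hz → EC80 DA → 180 s read.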
D2 ag = agonists of human D2 dopamine receptor; P14416; HEK293 T-REx D2 cells, calcium flux agonist mode; activation, % at 2 µM; 0.53% of 340,000 active; AID 485358;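 active = activation over 3 SD above normal in the single-dose calcium agonist read, cut at about 30% in these data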; also: 0% is about no effect
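Agonism is scored from calcium flux in a force-coupled, inducible HEK293 cell line expressing D2, read kinetically for 180 s after compound addition against dopamine controls.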
D2 potentiator = D2 dopamine receptor (human) potentiation; P14416; HEK293 T-REx D2, calcium flux, EC20 dopamine potentiation; potentiation, % at 10 µM; 0.34% of 340,000 active; AID 485347;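 active = potentiation over 3 SD above the plate norm, cut at about 30% in these data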; also: 0% is about no effect
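Cells plated with tetracycline inducer and held overnight at 30 C; calcium dye loaded 30–90 min at room temperature; baseline taken, compound added and read 180 s; EC20 dopamine then added and read 180 s.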
D1 potentiator = human D1 dopamine receptor positive modulation; P21728; HEK293 TREx D1 cells, calcium flux, dopamine EC20 potentiation; potentiation, % at 10 µM; 0.036% of 360,000 active; AID 504651; in the data active = potentiation above about 30%; also: 0% is about no effect
RXFP1 antag = antagonists of human relaxin receptor RXFP1; activity change, negative = inhibition, % at 57.5 µM; 0.59% of 350,000 active; Q9HBX9; HEK293-RXFP1, relaxin-stimulated cAMP HTRF, 30 min; hits give low values;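 active = activity change of -60% or lower, but not beyond a set lower limit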; also: % is scaled to controls: 0 for no effect and ±100 for the full control effect
TRHR PAM = allosteric enhancers of human TRH receptor; 0.66% of 360,000 active; TRHR cells, fluo-8 calcium fluorescence, EC20 TRH enhancement; enhancement, % at 2 µM; in the data active = enhancement above about 30%; also: 0% is about no effect
Target sequence (P34981 whole entry, looked up): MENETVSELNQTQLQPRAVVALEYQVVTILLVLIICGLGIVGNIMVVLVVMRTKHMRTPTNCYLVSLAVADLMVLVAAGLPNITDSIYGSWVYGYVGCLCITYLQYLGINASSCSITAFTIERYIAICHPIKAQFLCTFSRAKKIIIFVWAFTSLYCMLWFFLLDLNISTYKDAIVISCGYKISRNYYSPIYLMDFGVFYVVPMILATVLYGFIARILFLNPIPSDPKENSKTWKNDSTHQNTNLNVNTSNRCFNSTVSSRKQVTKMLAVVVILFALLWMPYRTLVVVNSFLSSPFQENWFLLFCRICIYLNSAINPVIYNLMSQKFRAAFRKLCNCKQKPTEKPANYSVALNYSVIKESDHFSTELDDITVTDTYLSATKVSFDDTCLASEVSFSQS
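TRHR-expressing cells loaded with fluo-8 calcium dye were read kinetically (ex 480/em 530) during compound addition, then stimulated with an EC20 of TRH (10 nM final). Enhancement of the Gq-mediated intracellular calcium response was scored.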
RXFP1 ag = activates the human relaxin receptor RXFP1; 0.3% of 370,000 active; Potency, µM (titrated, usually from 57.5 µM), inactives show at the highest dose activation, hits mostly activators; HEK293T-RXFP1 cAMP TR-FRET, 30 min; response scale: percent of porcine relaxin response, buffer zero; AID 2676; Q9HBX9; active = well fitted activation curve with a large enough effect; also: potency is read from the fitted curve at half-maximal effect; % is scaled to controls: 0 for no effect and ±100 for the full control effect; nearly all actives have a fitted effect of over 60% in size; many of its hits are not listed in these tables
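HEK293 cells stably expressing RXFP1, treated 30 min at 37C with compounds plus PDE4 inhibitor Ro 20174; cAMP measured by HTRF TR-FRET. Normalized to buffer and 29 nM porcine relaxin; EC50 by Hill fit.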
* marks the source's active call; other numbers are inactive results; / = not tested or not shown. This is a subset (hit frequency here may not be typical).

nr	SMILES	D1 ag	D2 antagonist	D1 antag	D2 ag	D2 potentiator	D1 potentiator	RXFP1 antag	TRHR PAM	RXFP1 ag
1	CC(NC(=O)c1ccccc1Cl)C1COc2ccccc2O1 (stereo not drawn)	0	23	4	0.4	-2	-2	0	-2	-1.2%
2	Cc1cccc(-c2nc(Nc3ccc(O)cc3)c3ccccc3n2)c1	1	14	-14	9.5	11	-11	-5	-6	3.0%
3	CCOc1ccc(N=C(C)c2ccccc2O)cc1	2	-6	-11	4.0	13	0	-16	3	-0.6%
4	O=C(O)C1CSC(c2coc3ccccc3c2=O)N1 (stereo not drawn)	3	/	4	/	-4	7	-16	19	3.8%
5	Cn1c(CO)c(-c2ccccc2)c2cc([N+](=O)[O-])ccc21	0	16	-8	-0.4	-7	-7	4	3	0.7%
6	Cc1ccc2nc(-c3ccccn3)cc(C(=O)NCCc3ccc(F)cc3)c2c1	4	2	6	-0.5	0	6	-4	-3	-1.6%
7	CC(Nc1ccc(Br)cn1)c1cc(Cl)ccc1O (stereo not drawn)	7	-7	-10	-0.1	5	-2	-13	-5	0.6%
8	CCOc1ccc(CNC(=O)C2CCCN(S(=O)(=O)c3ccc4c(c3)CCCC(=O)N4)C2)cc1 (stereo not drawn)	3	/	-24	-2.1	2	-7	/	1	0.9%
9	CC1CN(C(=O)c2cc3cc(Cl)ccc3[nH]2)CC(C)O1 (stereo not drawn)	2	-2	-11	-1.3	8	-8	-7	-4	-1.2%
10	CC(OC(=O)c1ccc(Cl)c([N+](=O)[O-])c1)C(=O)N1CCN(Cc2ccccc2)CC1 (stereo not drawn)	4	2	-11	0.3	-1	-2	-17	0	1.0%
11	COC(=O)c1c(NC(=O)c2ccc([N+](=O)[O-])o2)sc2c1CCN(C(C)C)C2	2	-5	-23	0.0	-23	2	1	6	3.4%
12	O=c1[nH]c(SCc2ccccc2Cl)nc2[nH]ncc12	2	-1	14	-0.3	-3	-4	-27	0	0.6%
13	O=C1c2ccccc2C(=O)N1CCC#Cc1ccc2cc(CCO)oc(=O)c2c1	8	30	/	-0.5	27	-5	/	1	14%
14	Cc1cccc(CC(=O)NCCc2sc3nc(-c4ccc(F)cc4)nn3c2C)c1	11	/	/	0.3	18	-4	-8	5	0.6%
15	COC(=O)c1cccc(C(=O)Oc2cccc(Br)c2)n1	3	-3	1	-0.4	1	-3	15	11	3.7%
16	O=C(c1ccc(N2CCN(C(=O)c3ccccc3Br)CC2)cc1)c1cccc(F)c1	9	-3	-9	1.2	12	-9	-11	-3	-0.4%
17	Cc1ccc(Nc2c(-c3ccc(N4CCOCC4)cc3)nc3cccc(C)n23)cc1	0	/	6	-0.9	13	0	/	-9	12%
18	CCOc1ccc(N2CC(C(=O)Nc3ccccc3F)CC2=O)cc1 (stereo not drawn)	0	34*	6	-1.3	-3	-3	-3	-10	-1.4%
19	O=C(NNC(=O)c1ccncc1)NC1CCCCC1	5	-6	-11	1.2	10	1	0	1	-0.2%
20	COc1cc(C(=O)NC(=S)Nc2ccc([N+](=O)[O-])cc2C)cc(OC)c1OC	0	12	-17	0.0	5	2	-5	8	3.7%
21	COc1cccc(NS(=O)(=O)c2cc3c4c(c2)CCC(=O)N4CCC3)c1	8	4	-17	-0.3	-19	5	0	6	0.6%
22	c1cncc(C2Nc3ccccc3-c3nc4ccccc4n32)c1 (stereo not drawn)	1	11	5	0.6	0	-3	-8	-2	5.2%
23	Cc1c(C(Nc2ccccn2)c2ccc(Cl)cc2)c(=O)n(-c2ccccc2)n1C (stereo not drawn)	2	0	13	0.3	26	-4	-3	12	0.3%
24	Cc1cc(C(=O)OCC(=O)Nc2cc(S(=O)(=O)N(C)C)ccc2Cl)c2ccccc2n1	-2	10	13	-0.3	-14	9	-2	1	2.2%

3 entries already listed, arranged by their value in D2 potentiator, lowest first:
no. | structure | D2 potentiator
10 | CC(OC(=O)c1ccc(Cl)c([N+](=O)[O-])c1)C(=O)N1CCN(Cc2ccccc2)CC1 (stereo not drawn) | -1
6 | Cc1ccc2nc(-c3ccccn3)cc(C(=O)NCCc3ccc(F)cc3)c2c1 | 0
17 | Cc1ccc(Nc2c(-c3ccc(N4CCOCC4)cc3)nc3cccc(C)n23)cc1 | 13

Further entries follow.
nr	SMILES	D1 ag	D2 antagonist	D1 antag	D2 ag	D2 potentiator	D1 potentiator	RXFP1 antag	TRHR PAM	RXFP1 ag
25	CN1C(=O)NC(c2cccc(F)c2)C2=C1CC(C)(C)CC2=O (stereo not drawn)	0	-4	15	0.9	-1	3	7	17	0.0%
26	O=c1[nH]c2ccccc2nc1NCc1ccccc1	0	-8	-7	0.2	-14	-5	12	2	1.5%
27	COC(=O)NCC(c1ccco1)N1CCN(c2ccccc2)CC1 (stereo not drawn)	2	8	1	1.6	18	11	7	-3	0.8%
28	COc1ccc(S(=O)(=O)NCCC(=O)Nc2ccc(C)cc2)cc1	6	-6	7	0.7	1	/	-2	-3	0.0%
29	CCOc1ccc(N(Cc2ccc(C(=O)O)cc2)S(=O)(=O)c2ccc(C)cc2)cc1	3	-6	0	-0.5	9	-4	-4	3	1.0%
30	CS(=O)(=O)c1ccc(-c2cccc(NC(=O)c3ccc(Br)o3)c2)nn1	1	14	-13	0.0	-13	-6	-6	5	0.9%
31	Cc1nc(C)c(Oc2ccc(Cl)cc2Cl)c(=O)[nH]1	0	-4	7	-1.2	8	-4	-13	8	-0.7%
32	CCn1nc(NC(=O)c2ccco2)c2cc3ccc(C)cc3nc21	0	7	2	-1.7	6	-2	-3	-6	3.1%
33	CCOc1cccc(NC(=O)CSc2nncn2N)c1	2	9	-1	-0.2	5	-2	-6	-12	1.3%
34	Cc1cc(NC(=O)c2noc3c2CCCC3)n(-c2ccccc2)n1	0	0	-6	0.3	3	-5	0	6	-0.2%
35	COCCN(CCOC)S(=O)(=O)c1ccc(C(=O)Nc2nc(-c3ccccc3)c(C(=O)c3ccccc3)s2)cc1	1	-4	-4	0.4	22	4	/	5	-0.2%
36	CCN(CC)C(=O)c1sc(NC(=O)Cc2ccccc2)c(C#N)c1C	-1	-1	2	-0.9	7	-7	-7	-1	-0.7%
37	O=C(Nc1cc([N+](=O)[O-])ccc1F)c1ccc2c(c1)OCCO2	0	8	-8	-0.3	0	-2	-2	1	0.0%
38	Cc1ccc(S(=O)(=O)N2CCOCC2)cc1NC(=O)COC(=O)CCC(=O)c1ccc(F)cc1	4	-34	-31*	-0.7	-3	-7	-11	7	-1.5%
39	CCCCOc1ccc(C(=O)N/N=C/c2ccc(OCCN3CCCCC3)c(OC)c2)cc1	2	4	-17	0.0	-2	-4	-13	3	0.2%
40	COc1ccccc1C(CC(=O)Nc1ccc(C)c(C)c1)c1ccc(OC(C)C)cc1 (stereo not drawn)	3	9	0	-0.2	5	5	-15	5	1.4%
41	Cc1ccccc1-c1noc(-c2cccs2)n1	2	6	26	1.8	-6	1	/	0	0.9%
42	CC(C)(C)NC(=O)C(c1cccs1)N(C(=O)c1csnn1)c1cccc(F)c1 (stereo not drawn)	1	12	6	0.5	-2	2	1	2	-1.0%
43	COc1ccccc1CN(Cc1ccco1)c1cnc(S(C)(=O)=O)nc1C(=O)Nc1ccccc1Cl	2	/	4	1.7	-17	0	-6	-1	0.2%
44	COc1ccc(CC(=O)NNS(=O)(=O)c2cccc([N+](=O)[O-])c2)cc1OC	1	-2	7	-2.9	/	1	-9	-4	2.3%
45	CCN(CC)S(=O)(=O)c1ccc(C(=O)NNC(=O)C2CCN(S(=O)(=O)c3ccc(Cl)cc3)CC2)cc1	3	/	6	/	5	-7	/	4	-0.2%
46	COc1cc(OC)c(NC(=O)Cn2c(SCc3ccccc3F)nc3cccnc32)cc1Cl	2	/	-22	0.1	-1	-1	15	-24	22%
47	CSc1ccc(CCNC(=O)c2cc(C)nc3c2c(C)nn3-c2cccc(F)c2)cc1	3	/	-12	-0.4	-6	-1	-3	16	-0.8%
48	O=C(Cc1cccs1)N=Nc1c(O)[nH]c2ccc(Br)cc12	2	-16	6	-0.9	9	0	-9	1	-0.7%

Of the compounds above, two have a COOH group.
nr	SMILES	D1 ag	D2 antagonist	D1 antag	D2 ag	D2 potentiator	D1 potentiator	RXFP1 antag	TRHR PAM	RXFP1 ag
4	O=C(O)C1CSC(c2coc3ccccc3c2=O)N1 (stereo not drawn)	3	/	4	/	-4	7	-16	19	3.8%
29	CCOc1ccc(N(Cc2ccc(C(=O)O)cc2)S(=O)(=O)c2ccc(C)cc2)cc1	3	-6	0	-0.5	9	-4	-4	3	1.0%

(list continues)
nr	SMILES	D1 ag	D2 antagonist	D1 antag	D2 ag	D2 potentiator	D1 potentiator	RXFP1 antag	TRHR PAM	RXFP1 ag
49	Cc1nc2cc(-n3ccc(=O)cc3)ccc2n1-c1ccccc1	1	-15	-4	-2.5	7	7	-4	2	0.2%
50	Cc1cc(NC(=O)CCN2CCC(C(N)=O)CC2)ccc1Br	4	-6	-4	0.2	4	-2	17	7	0.4%
51	CCOc1cc(C(=O)Nc2cc(C)ccn2)cc(OCC)c1OCC	1	/	0	/	/	5	6	1	0.3%
52	CCOC(=O)C(C)Sc1nc(=O)n2ccccc2n1 (stereo not drawn)	2	4	2	-0.5	-5	-2	10	1	23%
53	Cc1ccc2c(c1)N(CCCC(=O)NCc1cccc(F)c1)C(=O)CO2	-3	/	-7	-0.9	/	-2	5	6	-2.0%
54	CCn1ccnc1CNCc1ccc(OCC(O)CN(C)Cc2ccccc2)cc1 (stereo not drawn)	2	/	19	/	/	1	-4	2	-0.1%
55	COc1ccc(NC(=O)CSc2nnc(Cc3cccn3C)n2-c2ccc(F)cc2)cc1	2	/	-17	/	7	-1	-7	1	0.3%
56	O=C(CCSc1ccccc1)NC1CCCCCC1	-1	-15	-8	-1.2	0	-4	2	-3	0.3%

Bioassay records as filed in PubChem BioAssay.
